# Bioassay records: PubChem BioAssay, several laboratories
# hERG rescue: hERG (human) protection from proarrhythmic block | CHO-hERG, FluxOR thallium flux, dofetilide IC70 present | Q12809 | activation (rescue from dofetilide block), less the hit threshold, % at 10 µM | hit rate 0.51% among 310,000;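 active = activation above the mean of controls blocked by dofetilide plus 5 SD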;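 also: thallium influx through hERG after potassium depolarization seen as dye fluorescence rise; in these data hits start at about 4.7%; inactives centre near -7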
# RGS4 act: RGS4 potentiation or activation. HEK293 M3R/inducible RGS4, carbachol calcium flux Fluo4; active compounds read low. B-score at 10 µM. hit rate 0.92% among 310,000;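 active = B-score of the integrated calcium signal more than 4 SD below the library mean, with starting fluorescence not abnormally high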;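 also: negative B-score means reduced calcium response which marks RGS4 activation or potentiation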
#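 test system = M3R-expressing HEK293 line, RGS4 induced by doxycycline | probe or stimulus = carbachol at ECmax as muscarinic agonist stimulus | timing = dye loading 30 min 37 °C, buffer rest 30 min RT | signal = calcium dye Fluo4 fluorescence | evaluation = B score from integrated fluorescence ratio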
# KCNK3 inh: human KCNK3 channel inhibition, primary screen; O14649; CHO-KCNK3 thallium flux, FluxOR fluorescence; active compounds read low; B-score at 10 µM; hit rate 0.84% among 340,000; AID 602410;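 active = B-score under library mean minus 4 SD, starting fluorescence ratio at most library mean plus 5 SD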;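 also: more negative B-score means stronger inhibition of thallium flux through KCNK3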
# Target sequence (O14649 whole entry, looked up): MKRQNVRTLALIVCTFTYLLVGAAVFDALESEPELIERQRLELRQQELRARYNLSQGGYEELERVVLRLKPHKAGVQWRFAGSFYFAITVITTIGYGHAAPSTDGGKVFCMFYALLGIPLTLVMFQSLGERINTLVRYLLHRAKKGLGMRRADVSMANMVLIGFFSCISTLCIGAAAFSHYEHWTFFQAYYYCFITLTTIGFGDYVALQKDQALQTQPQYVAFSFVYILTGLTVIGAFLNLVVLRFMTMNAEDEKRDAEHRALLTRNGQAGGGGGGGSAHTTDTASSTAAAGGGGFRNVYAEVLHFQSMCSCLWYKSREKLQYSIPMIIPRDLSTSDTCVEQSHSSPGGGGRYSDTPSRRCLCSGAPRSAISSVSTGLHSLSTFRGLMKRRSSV
# RGS4 inh: human RGS4 inhibition; HEK293 M3R/RGS4 inducible, Fluo-4 calcium flux; active compounds read high; triggered by carbachol at its EC20; B-score at 10 µM; hit rate 0.45% among 310,000; P49798;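 active = B-score, a plate-corrected calcium signal, over three deviations above library mean, with baseline fluorescence within five deviations of library mean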;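 also: RGS4 expression induced by doxycycline in cells with stable M3 receptor; B-score is computed from the integrated fluorescence ratio over baseline after carbachol; higher B-score means a larger calcium signal and so more RGS4 inhibition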
# Target sequence (P49798 whole entry, looked up): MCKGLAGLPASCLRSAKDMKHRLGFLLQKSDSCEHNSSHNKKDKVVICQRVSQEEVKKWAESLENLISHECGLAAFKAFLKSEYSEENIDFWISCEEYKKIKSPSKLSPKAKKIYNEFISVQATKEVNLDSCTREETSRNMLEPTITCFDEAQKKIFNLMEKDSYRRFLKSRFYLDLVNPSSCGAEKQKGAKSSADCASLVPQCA
# KCNQ1 pot: human KCNQ1 channel potentiation or activation; CHO-K1 KCNQ1, thallium flux FluxOR fluorescence; active compounds read high; B-score at 10 µM; P51787; hit rate 0.35% among 310,000;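 active = fluorescence ratio B-score, a plate-corrected score, at least three library SD, with initial intensity B-score within 5 SD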
#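 assay system = KCNQ1-transfected CHO-K1 cells | medium = assay buffer with matched DMSO | probe or stimulus = depolarizing K+/Tl+ stimulus, K2SO4 and Tl2SO4 each 12.5 mM in 5x stock | dosing = single dose | incubation = dye 90 min, compound 20 min, room temperature | detection = kinetic FluxOR fluorescence, 10 s baseline plus 110 s post-stimulus | evaluation = ratio B score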
# KCNK9 inh: human KCNK9 channel inhibition. Q9NPC2. HEK293 KCNK9, FluxOR thallium flux fluorescence; active compounds read low. B-score at 10 µM. hit rate 1.2% among 310,000. AID 488922;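 active = ratio B-score over 3 SD below the library mean, with starting fluorescence within 5 SD of its mean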;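 also: negative B-score means less thallium flux so channel inhibition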
# Target sequence (Q9NPC2 whole entry, looked up): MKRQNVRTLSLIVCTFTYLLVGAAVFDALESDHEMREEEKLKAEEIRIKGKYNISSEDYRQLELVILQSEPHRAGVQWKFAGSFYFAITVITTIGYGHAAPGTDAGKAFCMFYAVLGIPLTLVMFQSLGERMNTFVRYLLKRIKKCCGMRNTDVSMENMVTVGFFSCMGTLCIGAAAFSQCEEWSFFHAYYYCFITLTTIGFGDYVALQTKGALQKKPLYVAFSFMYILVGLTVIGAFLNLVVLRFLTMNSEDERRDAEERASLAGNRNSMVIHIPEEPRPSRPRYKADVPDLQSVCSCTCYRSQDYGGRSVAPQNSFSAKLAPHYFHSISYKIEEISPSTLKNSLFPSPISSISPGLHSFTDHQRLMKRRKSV
# TMEM16A inh: inhibitors of mouse TMEM16A calcium-activated chloride channel; normalized B-score (activity score, 25-100; higher = stronger inhibition) at 10 µM; AID 588511; hit rate 1.2% among 310,000; Q8BHY3; HEK293 TMEM16A/YFP iodide influx fluorescence, ionomycin;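 active = ratio plate-corrected score three or more library SD toward inhibition, starting fluorescence score within five deviations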;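 also: score derived from kinetic fluorescence span divided by baseline fluorescence per well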
# SKKanGAS inh: blocks kanamycin growth of S. pyogenes SKKanGAS strain; BacTiter-Glo, 6 h; inhibition, % at 7.5 µM; hit rate 1.3% among 300,000;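 active = mean replicate score, as percent of positive control median, at least 50; inconclusive = mean below 50 but one replicate at or above 50; inactive = mean and every replicate below 50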;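 also: strain carries kanamycin resistance gene driven by streptokinase promoter and grows in 40 µg/ml kanamycin; loss of luminescence reflects streptokinase promoter inhibition or plain growth inhibition; 0% = median of DMSO wells and 100% = positive control at its reference dose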
# TMEM16A act: activators or potentiators of mouse TMEM16A chloride channel | HEK293 TMEM16A/YFP-H148Q/I152L, iodide quench fluorescence; active compounds read low | B-score at 10 µM | hit rate 0.3% among 340,000 | Q8BHY3;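 active = fluorescence-ratio B-score plate-corrected deviation score at least 3 library SD below zero, with starting fluorescence score within 5 deviations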;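 also: channel opened by trigger with iodide after compound preincubation; score built on the fluorescence ratio of max minus min over baseline; more negative score means more quench and so TMEM16A activation or potentiation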
# KCNQ1 inh: blocks the human KCNQ1 potassium channel | P51787 | hit rate 1.3% among 310,000 | B-score at 10 µM | CHO-K1 KCNQ1, FluxOR thallium flux fluorescence; active compounds read high;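 active = compounds whose thallium flux B-score, printed positive for inhibition, exceeds three library SD while starting fluorescence stays within three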;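 also: channel opened by potassium depolarization with thallium stimulus after 20 min compound exposure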
# HDAC3 inhib: blocks human histone deacetylase 3 | recombinant HDAC3, fluorogenic peptide/trypsin coupled, fluorescence | inhibition, % at 8.3 µM | O15379 | hit rate 0.15% among 320,000; in the data active = inhibition above about 26%, passing the limit was not always enough; inconclusive = no clear call, values can overlap the other calls
# The depositor's hits bear a star; i = inactive; ? = inconclusive; . = not tested or not shown.
SMILES,hERG rescue,RGS4 act,KCNK3 inh,RGS4 inh,KCNQ1 pot,KCNK9 inh,TMEM16A inh,SKKanGAS inh,TMEM16A act,KCNQ1 inh,HDAC3 inhib
CCN(CC)C(=O)N1CCn2c(nc3ccccc32)C1,-13,i,i,i,i,i,i,-7,i,i,1
CCCNC(=O)NCCc1ccncc1,-9,i,i,i,i,i,i,3,i,i,5
COc1ccc(NC(=O)c2cncn2-c2ccccc2)cc1,-4,i,i,i,i,i,i,-7,i,i,-2
Cc1cc(-c2nnc(-c3cccc(Cl)c3)o2)no1,-6,i,i,i,i,i,i,27,i,i,-5
C=CCNC(=O)CSc1nnc(-c2ccccn2)n1Cc1ccccc1,-11,i,i,i,i,i,i,-3,i,i,-3
COc1ccccc1OC(C)C(=O)N1CCN(Cc2ccc3c(c2)OCO3)CC1 (stereo not drawn),-6,i,i,i,i,i,i,-10,i,i,2
CCC(Sc1ncccc1C(=O)OC(C)C)C(=O)N1CCOCC1 (stereo not drawn),-14,i,i,i,i,i,i,-3,i,i,-3
CN(C)c1ccnc2sc3c(SCc4ccc(Cl)cc4)ncnc3c12,-18,i,i,i,i,i,i,-6,i,i,-3
COc1cccc(C2CC(c3cccs3)=NN2S(C)(=O)=O)c1 (stereo not drawn),-4,i,i,i,i,i,i,-2,i,i,-7
O=C(NC(=S)NCCO)c1sc2ccccc2c1Cl,-7,i,i,i,i,i,i,-2,i,i,10
Cc1cccc(NC(=O)CCN2C(=O)C3C4C=CC(C4)C3C2=O)c1 (stereo not drawn),-12,i,i,i,i,i,i,4,i,i,-2
CC(C)[C@H](NC(=O)OCc1ccccc1)C(=O)OCC(=O)NCCc1ccccc1,-11,i,i,i,i,i,i,7,i,i,4
CC(C)c1ccc(CN2C(=O)NC3(CCCCCC3)C2=O)cc1,-7,i,i,i,i,i,i,1,i,i,-4
COc1ccc2c(c1)C1OCCC1C(c1ccco1)N2 (stereo not drawn),-4,i,i,i,i,i,i,2,i,i,-58
CNC(=S)NC1CC2CCCC(C1)N2Cc1ccccc1OC (stereo not drawn),-6,i,i,i,i,i,i,4,i,i,-13
O=C(CSc1nccn1-c1ccccc1)NO,-13,i,i,i,i,i,i,-4,i,i,15
COC(=O)c1ccc(/C=C/C(=O)c2ccc(OC)c(OC)c2)cc1,-3,i,i,8.9*,i,i,i,5,i,i,-14
Cc1cccc2nc(CSc3nc4[nH]ncc4c(=O)n3-c3cccc(Cl)c3)cc(=O)n12,-15,i,i,i,i,i,i,4,i,i,10
CN1C[C@@H]2C(c3ccc(C(F)(F)F)cc3)C3(c4ccc(C#N)cc4)CC2(C3)[C@H]1c1ccccc1 (stereo partly drawn),-8,i,i,i,i,i,i,7,i,i,9
O=C(c1cc(COc2ccc(F)cc2F)on1)N1CC2C[C@@H]3CC1C[C@H](C2)C3,-10,i,i,i,i,i,i,-3,i,i,-1
CC(=O)Nc1ccc(S(=O)(=O)NCCSc2ccccn2)cc1,-2,i,i,i,i,i,i,-5,i,i,3
CN(C)S(=O)(=O)Oc1ccsc1C(=O)Nc1ccc(Cl)c(Cl)c1,-8,i,i,i,i,i,i,7,i,i,5
N#Cc1cccc(NC(=O)CSc2nnc(-c3n[nH]c4ccccc34)o2)c1,-8,i,i,i,i,i,i,4,i,i,-15
Cc1ccc(NC(=O)C2CCN(C(=O)N3CCOc4ccccc43)CC2)cc1,-10,i,i,i,i,i,i,-1,i,i,-3
CCOC(=O)C1CCN(S(=O)(=O)c2c(C(=O)N3CCCCC3)c(C)n(C)c2C)CC1,-7,i,i,i,i,i,i,2,i,i,-1
COc1ccc(CCNC(=O)c2nonc2N)cc1OC,-5,i,i,i,i,i,i,8,i,i,10
CCn1cnc2scc(-c3ccc(C)c(C)c3)c2c1=O,1,i,i,i,i,i,i,9,i,i,6
COc1ccc(C(=O)C2CCN(CC(=O)Nc3ccccc3F)CC2)cc1,-8,i,i,i,i,i,25*,13,i,i,-1
O=C(Oc1ccc2c(c1)OCO2)c1ccc(F)cc1Cl,-6,i,i,i,i,i,i,6,i,i,3
CCCCOc1ccccc1NC(=O)c1ccco1,-6,i,i,i,i,i,i,6,i,i,14
COCC(C)n1c(C)cc(C(=O)COC(=O)CNC(=O)c2ccccc2)c1C (stereo not drawn),-14,i,i,i,i,i,i,1,i,i,2
CCc1nnc(NC(=O)C2CCC(CNc3c(N4CCC(C)CC4)c(=O)c3=O)CC2)s1 (stereo not drawn),-6,i,i,i,i,i,i,4,i,i,0
CC(C)C(C)(C#N)NC(=O)CSc1nc2scc(-c3ccco3)c2c(=O)n1-c1ccccc1 (stereo not drawn),-7,i,i,i,i,i,i,4,i,i,4
COc1ccc(C(C)=O)cc1CSc1nnc(Nc2c(C)cccc2C)s1,-12,i,i,i,i,i,i,6,i,i,-2
CCOc1ccccc1N(CC(=O)Nc1ccc(OC)cc1)S(=O)(=O)c1ccccc1,-3,i,i,i,i,i,i,0,i,i,-1
N#C/C(=C\c1c(N2CCC(C(N)=O)CC2)nc2ccccn2c1=O)S(=O)(=O)c1ccc(Cl)cc1,-12,i,i,i,i,i,i,-5,i,i,5
O=S(=O)(N/N=C1/CC(c2ccccc2)Oc2ccccc21)c1ccc(Br)cc1 (stereo not drawn),-16,i,i,i,i,i,25*,36,i,i,1
CCOC(=O)CCSc1cc(C)c2ccccc2n1,-7,i,i,i,i,i,i,-1,i,i,2
Cc1nc(C(=O)O)nn1-c1ccc([N+](=O)[O-])cc1,-2,i,i,i,i,i,i,-18,i,i,2
CCN(CC(=O)Nc1ccc(OC)cc1)C(=O)c1cc(S(=O)(=O)N2CCOCC2)ccc1N1CCCC1,-8,i,i,i,i,i,i,-3,i,i,4
COc1cn(-c2ccccc2)nc1C(=O)NCc1ccccc1,-2,i,i,i,i,i,i,-3,i,i,-4
CC(C)(C)c1cc(CCC(=O)N2CCCC2)cc(C(C)(C)C)c1O,-4,i,i,i,i,i,i,3,i,i,1
CCSC1=C(C#N)C2(CCCCC2)C(C#N)C(=O)N1 (stereo not drawn),-9,i,i,i,i,i,i,.,i,i,-8
CCN(CC(=O)Nc1ccc(NC(C)=O)cc1)C(=O)c1c(-c2c(F)cccc2Cl)noc1C,-15,i,i,i,i,i,i,3,i,i,0
O=C(NCC(=O)N(c1cnc2ccccc2c1)C(C(=O)NC1CCCC1)c1ccncc1)c1ccco1 (stereo not drawn),-1,i,i,i,i,i,i,0,i,i,1
CCOC(=O)c1sc2nc(C)nc(NC3CCC(O)CC3)c2c1C (stereo not drawn),-9,i,i,i,i,i,i,-1,i,i,12
COc1ccc(CCN2C(=O)CC(NNc3ccc([N+](=O)[O-])cc3)C2=O)cc1OC (stereo not drawn),-22,i,i,i,i,i,i,10,i,i,6
OC1CCCN(CC(O)c2ccccc2)C1 (stereo not drawn),-14,i,i,i,i,i,i,-41,i,i,?
CC(=O)Nc1ccc(S(=O)(=O)N2CCC3(CC2)OCCO3)cc1,-7,i,i,i,i,i,i,6,i,i,3
CC(=O)C1=C(O)C(=O)N(C)C1c1ccccc1F (stereo not drawn),-1,i,i,i,i,i,i,-2,i,i,5

# Next section (3 carried over from the part before).
SMILES,hERG rescue,RGS4 act,KCNK3 inh,RGS4 inh,KCNQ1 pot,KCNK9 inh,TMEM16A inh,SKKanGAS inh,TMEM16A act,KCNQ1 inh,HDAC3 inhib
OC1CCCN(CC(O)c2ccccc2)C1 (stereo not drawn),-14,i,i,i,i,i,i,-41,i,i,?
CC(=O)Nc1ccc(S(=O)(=O)N2CCC3(CC2)OCCO3)cc1,-7,i,i,i,i,i,i,6,i,i,3
CC(=O)C1=C(O)C(=O)N(C)C1c1ccccc1F (stereo not drawn),-1,i,i,i,i,i,i,-2,i,i,5
Fc1ccc(-c2cn(-c3ccccc3)c3[n+]2CCS3)cc1,-15,i,i,i,i,i,i,5,i,i,-1
COc1ccc(C2C(C(=O)N3CCCC3)c3cc(OC)c(OC)cc3C(=O)N2C)cc1 (stereo not drawn),-7,i,i,i,i,i,i,0,i,i,2
CCCn1cnc2sc(C(N)=O)c(C)c2c1=O,-6,i,i,i,i,i,i,-1,i,i,7
CCc1c(C)c(C#N)c2nc3ccccc3n2c1-n1nc(C)cc1C,-8,i,i,i,i,i,i,2,i,i,-1
Cc1nc2ccccn2c1C(=O)N/N=C/c1ccc([N+](=O)[O-])o1,-11,i,i,i,i,i,i,.,i,i,0
Cc1cc(C)n(-c2cc(N3CCN(S(=O)(=O)c4ccc(Br)cc4)CC3)ccc2[N+](=O)[O-])n1,-5,i,i,i,i,i,i,2,i,i,-2
Cc1ccccc1CC1(CO)CCCN(Cc2c(C)nn(C)c2Cl)C1 (stereo not drawn),-8,i,i,i,i,i,i,4,i,i,0
CC(C)NS(=O)(=O)c1ccc(OCC(=O)NCc2ccccc2)cc1,-12,i,i,i,i,i,i,2,i,i,-11
CCOC(=O)c1c(C)[nH]c(C(=O)OCC(=O)N2CC(C)OC(C)C2)c1C (stereo not drawn),-6,i,i,i,i,i,i,-4,i,i,3
O=C(COc1ccc2ccccc2c1CN1CCOCC1)N1CCc2ccccc21,-17,i,i,i,i,i,i,1,i,i,5
O=C1C=C(Nc2ccc(Cl)cc2Cl)CC(c2ccco2)C1 (stereo not drawn),-7,i,i,i,i,i,i,6,i,i,12
CCOc1ccc(CN2C(=O)CC(=O)N(S(=O)(=O)c3ccc(OCC)cc3)C2=O)cc1,-14,i,i,i,i,i,i,1,i,i,-4
O=C(O)c1sccc1SCc1ccc(Cl)c(Cl)c1,3,i,i,i,i,i,i,25,i,i,-1
CCOC(=O)CSc1nnc(NC(=O)c2cccc(S(=O)(=O)N3CCCC3)c2)s1,0,i,i,i,i,i,i,2,i,i,18
